Vif imaging – HIV Vif self-association inhibitors, primary screen, imaging, HEK293T, single point; HEK293T cells, Vif self-association by quenched fluorescence, 24 h; inhibition, % at 7.49 µM; 0.35% of 340,000 active; AID 602346, 2012; in the data active means inhibition above about 50%, passing the limit was not always enough; further: some results filed as inactive read as strong as hits
Exocytosis inh – LAMP-1 surface exposure blockers, TALL-104 cells – cell-based, flow cytometry, MLPCN library, primary screen | TALL-104 LAMP-1 surface exposure; cells stimulated with thapsigargin and PMA | 0.66% of 360,000 active | AID 651702, 2012 | inhibition, % at 10 µM;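 active means inhibition above about 55%, limit read from the data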
CaV13 FRET inh – Disruptors of the CACNA1D IQ motif to Ca2+-dependent inactivation inhibitor domain association, primary screening, Förster resonance energy transfer in intact living …; HEK cells, CFP/YFP FRET ICDI-IQ, plate reader, 10 min; percent FRET-ratio fall versus neutral wells; inhibition, % at 12.3 µM; 0.098% of 340,000 active; AID 743397;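 active means mean replicate inhibition of at least 30% and at least 1% of replicates passing that level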;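 further: 0% = median of the neutral control wells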
aDG glyco up – activators of alpha-DG glycosylation, primary screen, uHTS, Pro5-aDG cells, AlphaScreen. AID 624168, 2012. 0.22% of 360,000 active. alpha-DG glycosylation AlphaScreen (IIH6); 0% Pro5, 100% B10-LARGE cell signal. activation, % at 10 µM;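 active means activation of at least 8% versus controls, or a plate z-score of at least 8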;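 further: Pro5 are CHO cells carrying HIG-tagged alpha-DG that lacks glycosylation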
m5-HT2A agonist – mouse Htr2a agonists via beta-arrestin recruitment, primary screen, cell-based, luminescence | 5-hydroxytryptamine receptor 2A (Mus musculus), P35363 | CHO-K1 mHTR2A beta-arrestin complementation; percent of 30 µM serotonin response | activation, % at 7.6 µM | 0.66% of 360,000 active | AID 624169, 2012;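 active means activation above a run cutoff, the mean activation of all tested compounds plus 3 SD, cut at about 14% in these data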;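 further: 0% = plate median of compound wells and 100% = 30 µM serotonin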
hiPSC survival – enhancers of single-cell hiPSC survival, primary screen, ATPlite luminescence. AID 602274, 2012. 100% = ROCK inhibitor wells, 0% = DMSO. 0.044% of 360,000 active. survival enhancement, % at 20 µM; in the data active means survival enhancement above about 18%;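 further: cells exposed to compounds for 16 hours before the ATP read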
N-glyco inh – increase of ERlucT glycosylation luciferase signal, primary screen, N-linked glycosylation inhibitor project, D54 ERlucT cells, luminescence, set 2 | D54 ERlucT glycosylation luciferase reporter, 24 h; percent of 100 nM tunicamycin response | reporter increase, % at 12.5 µM | 0.23% of 360,000 active | AID 588692, 2011;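 active means mean luciferase reporter signal, scaled so untreated is 0 and the glycosylation-blocking control 100, at or above a set limit in every replicate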;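 further: luciferase carries N-glycosylation sites so blocking glycosylation raises the light; 0% = median of neutral control wells and 100% = median of 100 nM tunicamycin wells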
PDI inh – inhibitors of human PDI, primary screen, biochemical, turbidity, single point, plate reader; AID 588391, 2011; inhibition, % at 10 µM; Protein disulfide-isomerase (Homo sapiens), P07237; 0.052% of 350,000 active; PDI insulin aggregation turbidity, A650, 90 min;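 active means mean inhibition across replicates of 30% or more, whatever share of single replicates reach that level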;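 further: absorbance from insulin aggregation driven by PDI reduction with DTT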
Cardio protect – cardioprotection against H2O2-induced cell death, primary screen, uHTS, H9c2 cells, ATPLite luminescence; H9c2 cardiomyocytes, H2O2 injury protection, 2 h; protection from H2O2 cell death, % at 20 µM; 0.63% of 360,000 active;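 active means compounds giving at least 50% protection of heart cells from peroxide-induced death in the single-dose screen, raw or plate-pattern-corrected value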;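 further: 0% = DMSO wells with peroxide and 100% = DMSO wells without peroxide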
ABCB6 inh MLPCN – ABCB6 transporter inhibitors, primary screen, K562-ABCB6 cells, flow cytometry, MLPCN library; 0.19% of 360,000 active; fluorescence ratio to DMSO, % at 10 µM; AID 602162, 2011; ATP-binding cassette sub-family B member 6 (Homo sapiens), Q9NP58; K562-ABCB6 porphyrin accumulation, 1 h; stronger effect = lower value;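 active means fluorescence ratio to DMSO below 75%, the collection mean minus 3 SD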;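 further: signal is porphyrin accumulated inside mitochondria; 100% equals median channel fluorescence of DMSO control wells; lower ratio means ABCB6 inhibition with less porphyrin fluorescence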
Target sequence (Q9NP58 whole entry, looked up): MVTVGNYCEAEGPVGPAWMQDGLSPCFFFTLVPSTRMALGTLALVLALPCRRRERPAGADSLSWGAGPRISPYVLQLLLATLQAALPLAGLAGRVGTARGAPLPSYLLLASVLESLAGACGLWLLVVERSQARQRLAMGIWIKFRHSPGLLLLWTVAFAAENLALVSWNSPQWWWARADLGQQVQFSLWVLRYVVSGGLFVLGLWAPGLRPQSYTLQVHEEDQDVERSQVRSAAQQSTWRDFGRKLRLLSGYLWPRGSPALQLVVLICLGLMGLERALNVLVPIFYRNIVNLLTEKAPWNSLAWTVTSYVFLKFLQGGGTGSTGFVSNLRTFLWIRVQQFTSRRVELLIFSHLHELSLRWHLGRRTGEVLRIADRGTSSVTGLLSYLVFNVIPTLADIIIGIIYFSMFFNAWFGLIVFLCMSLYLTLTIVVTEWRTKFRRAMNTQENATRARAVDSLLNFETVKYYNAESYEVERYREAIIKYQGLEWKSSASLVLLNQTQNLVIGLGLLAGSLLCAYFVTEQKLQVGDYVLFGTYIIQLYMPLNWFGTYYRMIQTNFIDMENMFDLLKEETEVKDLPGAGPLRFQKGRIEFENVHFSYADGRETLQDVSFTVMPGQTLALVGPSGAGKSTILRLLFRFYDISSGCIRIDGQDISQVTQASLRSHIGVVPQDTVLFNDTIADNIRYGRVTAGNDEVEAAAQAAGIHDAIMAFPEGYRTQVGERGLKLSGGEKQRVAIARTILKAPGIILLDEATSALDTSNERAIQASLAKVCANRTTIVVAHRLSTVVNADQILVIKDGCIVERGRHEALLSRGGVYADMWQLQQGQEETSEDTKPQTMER
An asterisk follows results filed as active. Not all compounds are listed. The share of hits here may be higher or lower than overall.

CN(C)CC1CSCCC1(O)c1cccc(Cl)c1 (stereo not given) was read as Vif imaging -7, Exocytosis inh 0, CaV13 FRET inh -4, aDG glyco up 0.1, m5-HT2A agonist 0, hiPSC survival 0.2, N-glyco inh 2, PDI inh 8, Cardio protect -5 and ABCB6 inh MLPCN 94.
For Cc1ccsc1C(=O)C1CCCN(Cc2ccn[nH]2)C1 (stereo not given) the results were Vif imaging -3, Exocytosis inh 0, CaV13 FRET inh 1, aDG glyco up -0.2, m5-HT2A agonist -8, hiPSC survival 0.6, N-glyco inh -2, PDI inh -3, Cardio protect 6 and ABCB6 inh MLPCN 96.
O=c1[nH]c(=O)n(Cc2ccccc2)c(O)c1/C=N/NCCO was read as Vif imaging 7, Exocytosis inh 0, CaV13 FRET inh -3, aDG glyco up 0.0, m5-HT2A agonist -1, hiPSC survival 0.2, N-glyco inh 0, PDI inh 24, Cardio protect 1 and ABCB6 inh MLPCN 101.
Screening CC1([N+](=O)[O-])COP(=O)(Nc2cccc(F)c2)OC1 (stereo not given) returned Vif imaging 1, Exocytosis inh -5, CaV13 FRET inh -10, aDG glyco up 0.1, m5-HT2A agonist 1, hiPSC survival 3.4, N-glyco inh -1, PDI inh -4, Cardio protect -1 and ABCB6 inh MLPCN 103.
Screening CCCCc1cc(=O)oc2cc(OCC(=O)N3C[C@H]4C[C@@H](C3)c3cccc(=O)n3C4)c(Cl)cc12 returned Vif imaging 1, Exocytosis inh -3, aDG glyco up -0.1, m5-HT2A agonist -3, hiPSC survival -1.7, N-glyco inh 1, Cardio protect 2 and ABCB6 inh MLPCN 87.
Screening N#Cc1c(/N=C/c2ccc(O)cc2O)sc2c1C1CCN2CC1 returned Vif imaging -2, Exocytosis inh 2, CaV13 FRET inh -5, aDG glyco up 0.0, m5-HT2A agonist 1, hiPSC survival 2.3, N-glyco inh 2, PDI inh -14, Cardio protect 4 and ABCB6 inh MLPCN 103.
Screening CN(C)S(=O)(=O)c1cc(NC(=O)COC(=O)Cc2ccccc2)ccc1Cl returned Vif imaging 10, Exocytosis inh -3, CaV13 FRET inh -21, aDG glyco up -0.3, m5-HT2A agonist -2, hiPSC survival 2.4, N-glyco inh 2, PDI inh 0, Cardio protect -3 and ABCB6 inh MLPCN 97.
For CN1CCc2cc(O)cc3c2[C@H]1Cc1ccc(O)c(O)c1-3 the results were Vif imaging -1, Exocytosis inh 60*, CaV13 FRET inh -4, aDG glyco up -0.1, m5-HT2A agonist 57*, hiPSC survival -1.6, N-glyco inh -8, PDI inh -1, Cardio protect 17 and ABCB6 inh MLPCN 103.
COc1ccc(C(c2nnnn2-c2ccc3c(c2)OCCO3)N2CCC(n3c(=O)[nH]c4ccccc43)CC2)cc1 (stereo not given) was read as Vif imaging 2, Exocytosis inh 0, CaV13 FRET inh -7, aDG glyco up -0.4, m5-HT2A agonist 18*, hiPSC survival -0.8, N-glyco inh -2, Cardio protect 37 and ABCB6 inh MLPCN 92.
`CC(=O)O[C@H]1C[C@@H]2CC[C@@H]3[C@H](CC[C@]4(C)C(=O)CC[C@@H]34)[C@@]2(C)C[C@@H]1OC(C)=O` gave Vif imaging 0, Exocytosis inh 7, aDG glyco up -0.2, m5-HT2A agonist 0, hiPSC survival -2.4, N-glyco inh -1, Cardio protect -6 and ABCB6 inh MLPCN 97.
Screening C=CCN1C(=O)C2(C(C(=O)OCC)=C(N)Oc3c2c(=O)oc2ccccc32)c2ccccc21 (stereo not given) returned Vif imaging -2, Exocytosis inh -1, aDG glyco up 0.3, m5-HT2A agonist 1, hiPSC survival -0.6, N-glyco inh 1, PDI inh 10, Cardio protect 5 and ABCB6 inh MLPCN 80.
`O=[N+]([O-])c1ccc(C(=Nc2ccccc2)N2CC2)cc1` gave Vif imaging 6, Exocytosis inh 51, CaV13 FRET inh -5, aDG glyco up 0.1, m5-HT2A agonist -6, hiPSC survival -1.7, N-glyco inh 9, PDI inh 6, Cardio protect -1 and ABCB6 inh MLPCN 105.
For Nc1ccc(-c2ccccc2)cc1 the results were Vif imaging 2, Exocytosis inh 1, CaV13 FRET inh -5, aDG glyco up 0.0, m5-HT2A agonist 6, hiPSC survival -0.3, N-glyco inh 2, PDI inh -4, Cardio protect -8 and ABCB6 inh MLPCN 95.
Screening O=C1NC(=O)N(Cc2ccco2)C(=O)/C1=C\c1cccn1CCOc1ccc(Cl)cc1 returned Vif imaging -1, Exocytosis inh 39, CaV13 FRET inh 1, aDG glyco up -0.1, m5-HT2A agonist -1, hiPSC survival -1.8, N-glyco inh 3, PDI inh 16, Cardio protect -2 and ABCB6 inh MLPCN 122.
`COC(=O)C1C2CC[C@@H](CC1OC(=O)c1ccccc1)N2` (stereo not given in full) gave Vif imaging 0, Exocytosis inh 2, aDG glyco up 0.5, m5-HT2A agonist 3, hiPSC survival -0.9, N-glyco inh 0, PDI inh 1, Cardio protect 2 and ABCB6 inh MLPCN 103.
Screening O=S1(=O)N(Cc2ccc(F)cc2)CCCN1Cc1ccccc1Cl returned Vif imaging 1, Exocytosis inh 29, CaV13 FRET inh -20, aDG glyco up 0.1, m5-HT2A agonist -7, hiPSC survival 0.2, N-glyco inh 0, PDI inh -4, Cardio protect 5 and ABCB6 inh MLPCN 96.
Screening C[C@]12CC(=O)CC1CCC1C2CC[C@@]2(C)C1CC[C@@H]2O (stereo not given in full) returned Vif imaging -6, Exocytosis inh -1, CaV13 FRET inh -7, aDG glyco up -0.4, m5-HT2A agonist -2, hiPSC survival 0.2, N-glyco inh 0, PDI inh -4, Cardio protect -3 and ABCB6 inh MLPCN 92.
`CN(C)CCN=Cc1c(O)n(CCC2=CCCCC2)c(=O)[nH]c1=O` gave Vif imaging 2, Exocytosis inh 1, CaV13 FRET inh -9, aDG glyco up 0.1, m5-HT2A agonist 6, hiPSC survival -1.6, N-glyco inh 0, PDI inh -4, Cardio protect 0 and ABCB6 inh MLPCN 94.
For COC(=O)c1c(C)n(Cc2ccccc2)c2ccc(O)cc12 the results were Vif imaging -2, Exocytosis inh -4, CaV13 FRET inh -11, aDG glyco up 1.2, m5-HT2A agonist -2, hiPSC survival -1.3, N-glyco inh -3, PDI inh -6, Cardio protect 1 and ABCB6 inh MLPCN 94.
C=CCn1c(O)c(/C=N/N2CCCCC2c2cccnc2)c(=O)[nH]c1=S (stereo not given) was read as Vif imaging -3, Exocytosis inh 1, CaV13 FRET inh -13, aDG glyco up -0.1, m5-HT2A agonist 2, hiPSC survival -1.2, N-glyco inh 1, PDI inh 8, Cardio protect -1 and ABCB6 inh MLPCN 96.

Next part, starting with the last 3 of the part before.
`CN(C)CCN=Cc1c(O)n(CCC2=CCCCC2)c(=O)[nH]c1=O` gave Vif imaging 2, Exocytosis inh 1, CaV13 FRET inh -9, aDG glyco up 0.1, m5-HT2A agonist 6, hiPSC survival -1.6, N-glyco inh 0, PDI inh -4, Cardio protect 0 and ABCB6 inh MLPCN 94.
For COC(=O)c1c(C)n(Cc2ccccc2)c2ccc(O)cc12 the results were Vif imaging -2, Exocytosis inh -4, CaV13 FRET inh -11, aDG glyco up 1.2, m5-HT2A agonist -2, hiPSC survival -1.3, N-glyco inh -3, PDI inh -6, Cardio protect 1 and ABCB6 inh MLPCN 94.
C=CCn1c(O)c(/C=N/N2CCCCC2c2cccnc2)c(=O)[nH]c1=S (stereo not given) was read as Vif imaging -3, Exocytosis inh 1, CaV13 FRET inh -13, aDG glyco up -0.1, m5-HT2A agonist 2, hiPSC survival -1.2, N-glyco inh 1, PDI inh 8, Cardio protect -1 and ABCB6 inh MLPCN 96.
For CCOc1ccc(Cc2c(O)[nH]c(=O)[nH]c2=O)cc1 the results were Vif imaging -5, Exocytosis inh -3, CaV13 FRET inh -5, aDG glyco up -0.3, m5-HT2A agonist -6, hiPSC survival 0.6, N-glyco inh 0, PDI inh -1, Cardio protect 4 and ABCB6 inh MLPCN 104.
O=C1NC(=O)C(C(CC(=O)c2ccccc2)c2ccccc2)C(=O)N1 (stereo not given) was read as Vif imaging 7, Exocytosis inh 0, CaV13 FRET inh -6, aDG glyco up -0.1, m5-HT2A agonist -1, hiPSC survival 0.6, N-glyco inh 2, PDI inh 0, Cardio protect -2 and ABCB6 inh MLPCN 102.
Screening CC(C(=O)c1c[nH]c2ccccc12)N1CCOCC1 (stereo not given) returned Vif imaging -1, Exocytosis inh 0, CaV13 FRET inh -13, aDG glyco up 0.0, m5-HT2A agonist -1, hiPSC survival -0.2, N-glyco inh 1, PDI inh -17, Cardio protect -4 and ABCB6 inh MLPCN 103.
`Cc1ccc(CN2C(=O)NC(=O)C3(Cc4c(nc5ccccn5c4=O)N4CCCCCC43)C2=O)cc1` (stereo not given) gave Vif imaging -29, Exocytosis inh -4, CaV13 FRET inh -6, aDG glyco up 0.0, m5-HT2A agonist 8, hiPSC survival 2.1, N-glyco inh -2, PDI inh -1, Cardio protect 12 and ABCB6 inh MLPCN 102.
For COc1cc(N2CCOCC2)ccc1/C=C1\C(=O)NC(=O)N(Cc2cccs2)C1=O the results were Vif imaging 6, Exocytosis inh -3, CaV13 FRET inh -1, aDG glyco up 0.0, m5-HT2A agonist -2, hiPSC survival -0.6, N-glyco inh 0, PDI inh -1, Cardio protect -2 and ABCB6 inh MLPCN 143.
`COc1cc([N+](=O)[O-])c2nc(C)ccc2c1[N+](=O)[O-]` gave Vif imaging 5, Exocytosis inh 0, CaV13 FRET inh -6, aDG glyco up 0.9, m5-HT2A agonist -3, hiPSC survival -2.9, N-glyco inh 6, PDI inh -5, Cardio protect -2 and ABCB6 inh MLPCN 103.
Screening CC1=C(C(=O)N2CCC3(CC2)OCCO3)C2(CCC(C)CC2)OC1=O (stereo not given) returned Vif imaging 0, Exocytosis inh 1, CaV13 FRET inh -4, aDG glyco up 0.0, m5-HT2A agonist -2, hiPSC survival 2.4, N-glyco inh 2, PDI inh 1, Cardio protect -2 and ABCB6 inh MLPCN 101.
`CCOC(=O)c1cccc(C2=C(CNC(C)=O)[C@H]3CC[C@@H](C2)N3Cc2ccccc2)c1` gave Vif imaging -1, Exocytosis inh -2, CaV13 FRET inh -9, aDG glyco up -0.4, m5-HT2A agonist -1, hiPSC survival 1.9, N-glyco inh -2, PDI inh 5, Cardio protect -2 and ABCB6 inh MLPCN 100.
For Cc1cccc(CN2CCN(Cc3ccc(Cl)cc3)CC2)c1 the results were Vif imaging 7, Exocytosis inh 3, CaV13 FRET inh -1, aDG glyco up 0.5, m5-HT2A agonist -5, hiPSC survival 1.2, N-glyco inh -2, PDI inh 4, Cardio protect -4 and ABCB6 inh MLPCN 97.

High-throughput results (PubChem)
